Bioassay records: PubChem, several laboratories
BAP1 inh: human BAP1 deubiquitinase inhibition | Q92560 | recombinant BAP1, Ub-AMC hydrolysis fluorescence kinetic; hits give low values | actives 0.48% (n = 72,000) | activity remaining (% of control), % at 20 µM | AID 436;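 active means activity remaining at or below 50% of control, provided the compound also passes the data quality filters; inactive means the rest, including low values that fail the filters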;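 further: 100% = DMSO wells rate and 0% = substrate alone blank rate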
HePTP inhibitor: human HePTP phosphatase inhibition; recombinant HePTP phosphatase activity, OD absorbance; actives 0.64% (n = 110,000); inhibition, % at 20 µM; in the data active means inhibition above about 50%;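 further: plate controls were vehicle for no effect and reference inhibitor for full effect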
Target sequence (P35236 whole entry, looked up): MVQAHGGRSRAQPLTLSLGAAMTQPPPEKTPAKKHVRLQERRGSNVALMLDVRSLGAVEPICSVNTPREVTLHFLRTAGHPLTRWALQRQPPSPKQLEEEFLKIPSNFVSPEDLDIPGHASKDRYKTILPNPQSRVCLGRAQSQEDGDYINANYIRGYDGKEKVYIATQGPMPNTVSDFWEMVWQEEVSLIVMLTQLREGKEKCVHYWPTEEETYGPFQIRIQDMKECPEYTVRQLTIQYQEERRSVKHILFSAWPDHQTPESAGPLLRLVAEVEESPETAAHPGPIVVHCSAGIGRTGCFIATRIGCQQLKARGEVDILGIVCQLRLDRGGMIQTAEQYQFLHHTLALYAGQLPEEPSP
* = called active by the depositor; . = no result given; & = joins results of further samples.

Structure,BAP1 inh,HePTP inhibitor
O=C(NC(=S)N1CCOCC1)c1cccs1,.,5
Cc1nc2cc(S(=O)(=O)N3CCC(C(=O)O)CC3)ccc2n1C1CCCC1,99,6
O=C(c1ccco1)N(C(=O)c1ccco1)c1cc(C(F)(F)F)ccc1Cl,.,2
O=[N+]([O-])c1ccc(OCC(O)Cn2cnc3ccccc32)cc1 (stereo not drawn),.,5
COc1cccc(CN2CCN(Cc3cccnc3)CC2)c1,.,-15
CCOC(=O)N1CCN(c2cc(=O)n(-c3ccc(OC)cc3)c(=O)[nH]2)CC1,99,-3
CCCC(=O)Nc1ccc(Cl)c(NC(=O)C(C)(C)C)c1,120,8
COc1ccccc1Nc1nc(N)nc(CSc2ncccn2)n1,121,1
O=C(COc1cccc2ccccc12)NCCO,.,-8
CCOc1ccc(N2C(=O)CC(SC(=NC)Nc3ccc4c(c3)OCO4)C2=O)cc1 (stereo not drawn),.,-1
O=S(=O)(NCC(c1ccccc1)N1CCNCC1)c1ccc(Cl)cc1 (stereo not drawn),92,3&9
Cc1cc(C)n(-c2nc3ccccc3c(=O)n2OCc2ccc(F)cc2)n1,93,-9
Cc1ccc2oc(-c3ccc(NC(=O)c4ccccc4C)c(C)c3)nc2c1,58,.
CCOc1cc(C(=O)OCc2ccc(C(=O)OC)o2)cc(Br)c1OC,.,0
CCCCN(CC)S(=O)(=O)c1ccc(C(=O)Nc2nnc(COC)o2)cc1,135,-1
O=C1C2C(C(=O)N1/N=C/c1ccc(O)cc1)C1C=CC2C12CC2 (stereo not drawn),.,-7
O=C(COc1ccc(Cl)cc1)Nc1ccc(I)cc1Cl,.,-5
CC1=C(/C=C/C(C)=C/C=C/C(C)=C\C(=O)O)C(C)(C)CCC1,79,.
CCn1c(SCC(=O)Nc2ccc3c(c2)OCO3)nnc1-c1cnccn1,81,13
C#CC1(O)CC(C)N(C)C(C)C1 (stereo not drawn),110,6
Cn1cccc1CNC(=O)Nc1ccc(Cl)c(Cl)c1,107,.
O=C(COc1ccccc1)Nc1ccc2nn(-c3ccc(Cl)cc3)nc2c1,.,7
c1cc2c(cc1Cn1cnnn1)OCO2,100,.
COc1cccc(C2CC(c3ccc(Cl)cc3)Nc3nc(N)nn32)c1 (stereo not drawn),107,6
O=C(O)c1cccc2c1NC(c1cccc(Cl)c1Cl)C1CC=CC21 (stereo not drawn),.,88*
O=C(CSc1nnc(COc2cccc3cccnc23)o1)c1ccc(F)cc1,123,6
CC1CN(CN2C(=O)C(=O)c3ccccc32)CC(C)O1 (stereo not drawn),.,5
O=C1c2ccccc2C(=O)C1(Nc1ccccc1)c1ccc([N+](=O)[O-])cc1,.,-6
Cc1ccc2[nH]c(CCN(C)C)c(CC#N)c2c1,171,6
C=CCNc1nc2ccccc2nc1NS(=O)(=O)c1cccs1,54,-3
COc1ccccc1S(=O)(=O)Cc1ccc(C(=O)NC(C)c2ccc3c(c2)OCCO3)o1 (stereo not drawn),102,4
O=C(O)c1ccc(-c2cc([N+](=O)[O-])ccc2F)o1,.,-12
CCOC(=O)CNc1cccc(NCC(=O)OCC)c1,.,-8
COC(=O)CN(c1cccc(Br)c1)S(C)(=O)=O,.,11
CCN1C(=O)c2cccc3c(NC(=O)c4ccc(OC)cc4OC)ccc1c23,87,.
CC(=O)Nc1ccc2nc(-c3ccc4nc(NC(C)=O)sc4c3)[nH]c2c1,.,-8
O=C(O)c1ccc(NC(=O)c2ccc3c(c2)C(=O)N(c2ccc([N+](=O)[O-])cc2)C3=O)cc1,.,59*
COc1ccc(NC(=O)CC2CCCCC2)cc1OC,98,7
C=COCCNC(=O)C(=O)Nc1ccc(OC)cc1,.,-15
COCCNc1nnc(SCC(=O)N2CCN(S(=O)(=O)c3ccccc3)CC2)s1,91,3
Cc1cc(C)cc(N2CC(c3nc4ccccc4n3C)CC2=O)c1 (stereo not drawn),94,3
CC1(C)CC(=O)C=C(NCCN2CCN(C(=S)Nc3ccccc3)CC2)C1,.,-6
COCCn1c(SCc2cccnc2)nnc1-c1ccco1,98,6
COc1ccc(OCC2CNC(=O)O2)cc1 (stereo not drawn),107,4&8
COc1ccc(/C=N/n2cc(-c3ccc(Cl)cc3)nc2N)cc1,.,11
COc1ccc2sc(NC(=O)c3ccco3)nc2c1,88,-9
CCOC(=O)CNC(=O)c1nn(-c2ccc(OCC)cc2)c(=O)c2ccccc12,88,-2
O=C(CCn1c(=O)oc2ccccc21)N1CCCCCC1,100,4
Cc1ccc(S(=O)(=O)/N=C2\C=C(n3cnc4ccccc43)C(=O)c3ccccc32)cc1,.,85*
CCOc1ccc(C(=O)Nc2ccc(N3CCOCC3)cc2)cc1Cl,.,-10
O=C(CCn1c(=O)oc2ccccc21)NCCCN1CCN(c2ccc(F)cc2)CC1,111,5
CCn1c(SCc2nc3ccccc3[nH]2)nnc1-c1cccs1,95,6
COc1ccc(C(=O)O/N=C2/C(=O)N(C)c3ccccc32)cc1[N+](=O)[O-],.,0
NS(=O)(=O)c1ccc(CNC(=O)NC23CC4CC(CC(C4)C2)C3)cc1,48*,2
c1ccc(N2CCCCC2)c(NC2=NCCC2)c1,112,1
Cn1c(C(=O)N2CCCC(C(=O)N3CCN(C(=O)c4ccco4)CC3)C2)cc2sccc21 (stereo not drawn),99,4
CCOC(=O)c1c(C)c(C(=O)NC(C)COC)c(C)n1CC (stereo not drawn),123,-11
Cc1ccoc1C(=O)NCc1occc1C(=O)O,93,-2
CCCS(=O)(=O)N1CCCC(C(=O)NCCN(CC)CC)C1 (stereo not drawn),114,3
CCOc1ccc(N2C(=O)c3cccnc3C2Nc2ccc(C)cc2)cc1 (stereo not drawn),.,1

Quoted from the listing.
In HePTP inhibitor, Cc1ccc(S(=O)(=O)/N=C2\C=C(n3cnc4ccccc43)C(=O)c3ccccc32)cc1 has 85*
In BAP1 inh, CCn1c(SCc2nc3ccccc3[nH]2)nnc1-c1cccs1 has 95
In HePTP inhibitor, CCOc1ccc(N2C(=O)c3cccnc3C2Nc2ccc(C)cc2)cc1 (stereo not drawn) has 1

Other entries follow.
Structure,BAP1 inh,HePTP inhibitor
CCc1ccc(OCC(=O)Nc2ccc(F)cc2)cc1,.,-15
O=C(Nc1cccc(Cl)c1)c1ccncc1,127,-2
Cc1ccc2nc(NC(=O)CCc3ccccc3)sc2c1,.,5
O=C1c2ccc(S(=O)(=O)c3ccc4c(c3)C(=O)N(c3nccs3)C4=O)cc2C(=O)N1c1nccs1,.,1
Cc1ccc(NC(=O)C2(N(C(=O)Cn3nnnc3N)c3ccc(C)cc3)CCCCC2)cc1,73,-2
Cn1c(COc2ccc3ccccc3c2)nnc1SCC(N)=O,115,11
c1ccc(Cn2ncc3c(N4CCN(c5ccccn5)CC4)ncnc32)cc1,.,18
Cc1ccc(C(=O)O/N=C(\N)c2cccnc2)cc1[N+](=O)[O-],.,7
COc1cc(C2N(Cc3ccccc3)CCN2Cc2ccccc2)ccc1O,.,9
N=c1oc2ccc([N+](=O)[O-])cc2cc1-c1nc2ccccc2[nH]1,.,6
COc1ccc(NC(=O)c2cc(-c3cc(C)cc(C)c3O)n[nH]2)cc1Cl,71,-1
COc1cccc(C(=O)Nc2c(C)ccc3nsnc23)c1,229,.
CCOc1ccc(NC(=O)CN(c2ccc(C)cc2)S(C)(=O)=O)cc1,.,-6
NCCCCNCCCN,91,.
Cc1ccc(S(=O)(=O)NCCN=C(CN2CCCC2)NS(=O)(=O)c2ccc(C)cc2)cc1,104,6
O=C(Cc1c(O)c2ccccc2[nH]c1=O)NC1CCCCCCC1,94,6
COc1cc(C2N(c3ccccn3)C(=O)C3CCCN32)cc(OC)c1OC (stereo not drawn),.,0
COCC(=O)O[C@]1(CCN(C)CCCc2nc3ccccc3[nH]2)CCc2cc(F)ccc2[C@@H]1C(C)C,91,.
CCOC(=O)CSc1nc2sc3c(c2c(=O)n1C1CCCCC1)CCCC3,.,-4
COc1ccc2c(c1OC)C(=O)N(c1ccccn1)C2,113,4
CCN(CC)c1ccc(C(=O)N2CCN(Cc3ccccc3)CC2)cc1,.,4
COc1cccc(C(=O)N2CCN(Cc3ccc(SC)cc3)CC2)c1,.,10
C=CCNc1nc(C2(C)CC3(CC(C)OC3=O)C(=O)O2)cs1 (stereo not drawn),88,7
Cc1ccc(C2Nc3ccccc3NC3=C2C(=O)CC(c2ccccc2)C3)cc1 (stereo not drawn),.,5
O=C(CSc1nnc(-c2ccccc2)o1)c1nnc(-c2ccccc2)o1,89,-3
COC(=O)c1cccc(NC(=O)CN2CCN(Cc3ccccc3)CC2)c1,107,14
NC(=O)CS(=O)(=O)c1nc2ccccc2n1Cc1ccccc1F,97,.
O=C(CN(C1CCCCC1)S(=O)(=O)c1ccc(F)cc1)NC1CC1,93,2
Cc1ccc(C)c(OCc2nnc(NC(=O)c3cccs3)s2)c1,.,6
CCOc1ccc(C(=O)c2cccc([N+](=O)[O-])c2)cc1,.,7
Cc1sc2nc(C3CC3)nc(NCCNS(C)(=O)=O)c2c1C,113,7
Cc1nc2ccc3nc(NC(=O)c4ccc(C#N)cc4)sc3c2s1,103,.
CCOC(=O)c1cnn(CCOC(=O)C2CC2)c1NC(=O)C1CC1,89,7
Cc1c(NC(=O)c2cc([N+](=O)[O-])ccc2Cl)c(=O)n(-c2ccccc2)n1C,83,.
O=C(Nc1ccc(Oc2ccccc2)cc1)C(F)(F)F,.,3
C=CCN1C(=O)/C(=C\c2ccc(-c3ccc(C(=O)OCC)cc3)o2)C(=O)NC1=S,.,30
COc1cccc(-c2cc(C(=O)Nc3sc(C)c(C)c3C(N)=O)c3ccccc3n2)c1,.,-15
O=C(Nc1nc2ccccc2n1CCN1CCCC1)C1CCCCC1,95,2
Cc1ccc(NC(=O)N(Cc2ccco2)C(C)c2ccco2)cc1C (stereo not drawn),110,8
O=C(O)COc1ccc2c(c1)CCCC2,98,5
COc1cc(OC)c(OC)cc1/C=N/NC(=O)c1cc(C)[nH]n1,.,1
CS(=O)(=O)N(CC(=O)N1CCN(Cc2ccc3c(c2)OCO3)CC1)c1ccc2c(c1)OCO2,69,-11
COc1ccccc1N(CC(=O)N1CCCCCC1)S(C)(=O)=O,.,-2
O=C(CCCN1C(=O)/C(=C\c2ccc(F)cc2)SC1=S)Nc1ccccc1O,.,-1
O=C(CCc1ccc(CCC(=O)c2cccs2)s1)c1cccs1,78,10

Structures above that bear a hit mark in BAP1 inh:
Structure,BAP1 inh,HePTP inhibitor
NS(=O)(=O)c1ccc(CNC(=O)NC23CC4CC(CC(C4)C2)C3)cc1,48*,2

Next structures.
Structure,BAP1 inh,HePTP inhibitor
Cc1cc(O)c(NC(=O)c2ccco2)cc1C,113,7
COc1cc(=O)n(C)c2cc(N(C)C)ccc12,.,-8
O=C(Nc1ccccc1)c1ccc(CN2CCN(Cc3ccccc3)CC2)cc1,.,10
Cc1cc(C)n(C(=O)CCNC(=O)c2ccccc2Br)n1,106,2
COc1cc([C@H]2[C@@H]3CCCC[C@]3(O)CCN2CC(=O)Nc2ccc(C)cc2C)ccc1O,100,8
O=c1c2oc3ccccc3c2ncn1Cc1ccccc1F,80,-11
CCOc1ccc(C=C2C(=O)N(C)C(=O)N(C)C2=O)cc1Cl,.,5
COc1ccc(/C=N/n2cnnc2SCCO)cc1OC,87,7
Cc1nc(SCC(=O)O)c2oc3ccccc3c2n1,96,6
O=C(CCn1c(=O)sc2ccccc21)Nc1cccnc1,93,4
O=C(Nc1ccc2c(c1)nc1n2CCN(C2CCCCC2)C1)c1ccco1,.,-8
CCCCn1c(O)c(C=NCCCN(C)C)c(=O)[nH]c1=O,81,6
Nc1sccc1C(=O)c1ccccc1,95,-10
O=c1c(-c2ccc(Cl)cc2)coc2c(CN3CCCCCC3)c(O)ccc12,.,-3
O=C(O)c1ccc(-c2cccc(Br)c2)o1,.,4
CCCCSc1nc(N)c(C#N)c(-c2cccs2)c1C#N,.,0
Cc1ccc(-n2ncc3c(=O)n(-c4ccc(C)c(C)c4)c(C)nc32)cc1,92,5
CCN(CC)C(=O)C1CCC(CNS(=O)(=O)c2cccc3cccnc23)CC1 (stereo not drawn),97,9
COc1cc(/C=C2/SC(=S)N(Cc3ccccc3)C2=O)ccc1OC(=O)c1cccs1,.,-4
N#Cc1c(-c2ccco2)c2c([nH]c1=S)CCCC2,.,2&18
CC1CC(C)CN(C(=O)c2ccc(Cl)cc2)C1 (stereo not drawn),.,12
Cc1cc2nn(-c3cccc4ccccc34)nc2cc1N,.,4
Cc1cc(C)cc(NC2=NCC(=O)N2Cc2ccccc2)c1,111,7
CCOC(=O)c1ccc(NC(=O)CC2COc3ccccc3O2)cc1 (stereo not drawn),.,7
Nc1nc2ccc(Oc3ccc4nc(N)sc4c3)cc2s1,67,.
CCOC(=O)C1CCCN(C(=O)c2cc(-c3ccc(C)cc3)on2)C1 (stereo not drawn),112,3
COc1ccccc1CNc1ccc(N2CCOCC2)c(C(=O)O)c1,87,6
CC(C)(C)n1nnnc1C(c1cccs1)N(Cc1ccccc1)Cc1ccco1 (stereo not drawn),73,1
COc1ccc(/C=C2\C(=O)NC(=O)N(c3ccc(C)cc3)C2=O)cc1C(=O)O,.,-7

Compound profiles, from the list above.
COc1cc(/C=C2/SC(=S)N(Cc3ccccc3)C2=O)ccc1OC(=O)c1cccs1 across the screens: BAP1 inh: .; HePTP inhibitor: -4
Nc1nc2ccc(Oc3ccc4nc(N)sc4c3)cc2s1 across the screens: BAP1 inh: 67; HePTP inhibitor: .
